Lipid storage S3: qHTS Assay for Lipid Storage Modulators in Drosophila S3 Cells; lipid storage change, negative = inhibition, % at the top dose, mostly 46.1 µM; hits show Potency in µM; Drosophila S3 cells, BODIPY lipid droplet fluorescence, 18-24 h; cells fed with added oleic acid; AID 2685; 0.64% of 320,000 active; active means well fitted inhibition curve with a large enough effect in the signal ratio, with a control signal flat, not every such curve was filed as active; inconclusive means small, poorly fitted or top-dose-only effect, or effect the other way, or a change in a side signal; the % refers to the signal ratio
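Drosophila S3 cells got compounds at several concentrations plus oleic acid (400 uM solution). Laser-scanning cytometry with 488 nm excitation read lipid droplets at 500-530 nm and cells at 575-640 nm. Percent activity was relative to 20 uM Triacsin C.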
Lipid storage S3 cell count max: also measured in Lipid storage S3; calls as there; cell number change, %; measured here: cell count max response;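 cells counted by Cell Tracker Red CMTPX staining in the red channel; peak over a dose series mostly up to 46.1 µM; percent activity relative to internal control wells on each plate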
* hit, by the source's call; i = inactive; ? = inconclusive; / = no result given. On the % scale 0 is the no-effect control and ±100 the full control effect; potency means the concentration at half of the fitted maximal effect. An excerpt. The share of hits here may be higher or lower than overall.

SMILES | Lipid storage S3 | Lipid storage S3 cell count max
Cc1ccc(NCN2C(=O)C3C4C=CC(C4)C3C2=O)cc1 (configuration not stated) | ? | /
CC(=O)c1nn(-c2ccc(Br)cc2)cc1C(=O)c1ccccc1 | ? | /
Cc1ccc(-n2ncc3c(=O)[nH]c(SCC(=O)N4CCOCC4)nc32)cc1 | i | /
CCC1CN(C(=O)N2CCC(C(=O)NCCc3ccc(OC)cc3OC)CC2)c2ccccc2O1 (configuration not stated) | 5.2µM* | 1.5*
COC(=O)/C=C1\OC(c2ccccc2)=CC1=O | ? | /
O=C(Cn1cncn1)N/N=C/c1c2ccccc2cc2ccccc12 | ? | /
CC1(C)C([N+](=O)[O-])C(c2ccc(O)cc2)NC(c2ccc(O)cc2)C1[N+](=O)[O-] (configuration not stated) | ? | /
Cc1ccnc(NC(=O)CNC(=O)c2ccco2)c1 | 21% | -30
CC(C)(C)CC(C)(C)NC(=O)c1ccccc1 | i | /
CCOC(=O)N1CCN(C2CC(=O)N(c3ccc(C)cc3)C2=O)CC1 (configuration not stated) | ? | /
CCCCCCn1c(=O)c(Cc2ccccc2)c(O)c2ccccc21 | 6% | 3
Nc1nc(SCC(=O)NCc2ccccc2)n[nH]1 | ? | /
CC1CCN(C(=O)CSc2nnc(-c3ccccc3F)o2)CC1 | ? | /
COc1ccc(C(=O)Nc2ccc(C)c(S(=O)(=O)N3CCCCCC3)c2)cc1 | 2% | -2
CCC(=O)Nc1cc(C(=O)OCC(=O)c2ccc(Cl)cc2Cl)ccc1C | 5% | -14
CNS(=O)(=O)c1cccc(C(=O)NCC(c2cccs2)N2CCOCC2)c1 (configuration not stated) | ? | /
COc1ccc(/C=N/Nc2nc3ccccc3o2)cc1OC | ? | /
NC(=O)[C@@H]1CC2(CC(c3cccc(NC(=O)[C@H]4CCC(=O)N4)c3)=NO2)CN1C(=O)c1ccc(Cl)cc1 (some centres not stated) | 0% | 5
CC(C)Cc1ccc(CN2CCCC(NC(=O)CCn3cnnn3)C2)cc1 (configuration not stated) | ? | /
COc1ccc(OC)c(N=C(N)N=C(N)N)c1 | ? | /

Arranged by SMILES length (low to high): some entries from above
SMILES | Lipid storage S3 | Lipid storage S3 cell count max
CCCCCCn1c(=O)c(Cc2ccccc2)c(O)c2ccccc21 | 6% | 3
O=C(Cn1cncn1)N/N=C/c1c2ccccc2cc2ccccc12 | ? | /
CC(=O)c1nn(-c2ccc(Br)cc2)cc1C(=O)c1ccccc1 | ? | /
CCC(=O)Nc1cc(C(=O)OCC(=O)c2ccc(Cl)cc2Cl)ccc1C | 5% | -14

Additional results.
SMILES | Lipid storage S3 | Lipid storage S3 cell count max
O=C1CC(Sc2nnnn2C2CCCCC2)C(=O)N1c1ccccc1 (configuration not stated) | ? | /
COc1cccc(CN(C)CC(=O)Nc2ccccc2N2CCOCC2)c1OC | ? | /
Cc1ccc(S(=O)(=O)N2CCN(C(=O)C3CSC4(C)CCC(=O)N34)CC2)cc1C (configuration not stated) | 22% | 7
COc1ccc(C(=O)N2N=C3CC(C)(C)OCC3C2c2ccccc2)cc1 (configuration not stated) | ? | /
Cc1ccc(C)c2[nH]c(=O)c(CN(Cc3cccnc3)C(=S)NCc3ccco3)cc12 | 12% | 14
COc1cc(SC)ccc1C(=O)NCCN1CCOCC1 | 5% | 8
Cc1ccc(S(=O)(=O)NC2CCCCCC2)cc1C(N)=O | ? | /
Cc1c(C(=O)NC2CCCCC2C)oc2ccccc12 (configuration not stated) | ? | /
CCn1c(SCC(=O)Nc2ccc(N(C)C)cc2)nnc1C1CC1 | ? | /
CC(C)c1cccc(C(C)C)c1NC(=O)CNCc1ccccc1F | -21% | -6
CCN=C1SC(C(=O)Nc2ccc(OCC)cc2)CC(=O)N1CC (configuration not stated) | 6% | -1
CC(C)[C@H](NC(=O)N1CCn2c1nc1ccccc12)C(=O)NC1CC1 | ? | /
O=C1CC(NS(=O)(=O)c2ccc3ccccc3c2)CN1c1ccccc1 (configuration not stated) | ? | /
COc1ccc(C(C)(C)C)cc1NC(=O)COC(=O)c1ccc([N+](=O)[O-])o1 | ? | /
O=C(CCNC(=O)C1CCN(S(=O)(=O)c2ccc(F)cc2)CC1)NC1CC1 | ? | /
COc1ccc(CN(CC2CCCO2)C(=O)CN2C(=O)COc3ccccc32)cc1OC (configuration not stated) | -6% | -19
CCC(C)c1ccc(C2C3=C(Nc4nc(N)[nH]c(=O)c42)c2ccccc2C3=O)cc1 (configuration not stated) | ? | /
O=C(CCCCCNC(=O)c1ccccc1)N/N=C/c1ccco1 | i | /
CCC(COC)NC(=O)CCc1nnc(Cc2c[nH]c3ccccc23)o1 (configuration not stated) | -4% | 7
CCOc1ccc(CCNC(=O)c2c(C)noc2C)cc1OCC | ? | /
CSc1cc(-c2ccc(Cl)cc2)c(C(=O)NN)s1 | i | 20
Cc1nn(C(C)C(=O)Nc2sc3c(c2C#N)CCCC3)c(C)c1[N+](=O)[O-] (configuration not stated) | 11% | -6
CN(C)Cc1c(O)ccc2c(=O)c(-c3ccccc3Cl)coc12 | ? | /
O=C(CCC(=O)N(CC(=O)NC1CCCCC1)Cc1cccs1)Nc1nccs1 | 14% | -2
CC1CCc2c(sc(NC(=O)C(=O)NCc3ccco3)c2C#N)C1 (configuration not stated) | ? | /
Cc1noc(NS(=O)(=O)c2ccc(N/C=C/C(=O)c3ccccc3)cc2)c1C | ? | /
C#CCn1c(-c2cccs2)nc2ccccc21 | 7% | 5
COc1ccc(C2=CC(=O)C[C@H](c3ccc(OC)cc3)C2)cc1 | 8% | -17
Cc1ccc(C(=O)OCC(=O)c2c(N)n(C)c(=O)n(C)c2=O)cc1S(=O)(=O)N1CCOCC1 | i | 1
Cc1cc(C)n(-c2nnc(C)n2/N=C/c2ccc(O)cc2)n1 | 12% | -6
Cc1nn(-c2ccccc2)c(C)c1C(=O)OCC(=O)Nc1ccccc1F | ? | /
N=c1c(C(=O)NCc2ccc(F)cc2)cc2c(=O)n3ccccc3nc2n1Cc1cccnc1 | ? | /
CS(=O)(=O)N(CC(=O)Nc1cccc([N+](=O)[O-])c1)c1ccccc1 | ? | /
CC(=O)NC1C(=O)N(CCc2ccccc2)c2ccc(Br)cc21 (configuration not stated) | -5% | -12
Cc1ccc2c(c1)c1c(n2CCc2ccc(C)nc2)CCN(C)C1 | ? | /
COc1ccc(S(=O)(=O)N/N=C(/C)c2ccncc2)cc1 | 22% | 22
COc1ccc(OC)c(-c2nc3c(C)n[nH]c(=O)c3[nH]2)c1 | ? | /
C#CCSc1nnc(-c2ccc(C)cc2)o1 | 1% | -3
CCOc1cccc2cc(C(=O)Nc3nccs3)c(=O)oc12 | 9% | -16
Cc1c(C2C(C#N)=C(N)N(c3ccccc3C#N)C3=C2C(=O)CCC3)cnn1C (configuration not stated) | 14% | /

Structural class: the compounds so far containing an NH in an aromatic ring.
SMILES | Lipid storage S3 | Lipid storage S3 cell count max
Cc1ccc(-n2ncc3c(=O)[nH]c(SCC(=O)N4CCOCC4)nc32)cc1 | i | /
Nc1nc(SCC(=O)NCc2ccccc2)n[nH]1 | ? | /
Cc1ccc(C)c2[nH]c(=O)c(CN(Cc3cccnc3)C(=S)NCc3ccco3)cc12 | 12% | 14
CCC(C)c1ccc(C2C3=C(Nc4nc(N)[nH]c(=O)c42)c2ccccc2C3=O)cc1 (configuration not stated) | ? | /
CCC(COC)NC(=O)CCc1nnc(Cc2c[nH]c3ccccc23)o1 (configuration not stated) | -4% | 7
COc1ccc(OC)c(-c2nc3c(C)n[nH]c(=O)c3[nH]2)c1 | ? | /

Following part
SMILES | Lipid storage S3 | Lipid storage S3 cell count max
COc1ccc(NC(=O)CCNS(=O)(=O)c2ccc(Br)s2)cc1 | 15% | 9
Cc1ccc(C)n1NC(=O)c1ccccc1[N+](=O)[O-] | ? | /
N#CCCN(C(=O)COC(=O)C1CCN(S(=O)(=O)c2cccs2)CC1)c1ccccc1 | ? | /
Cc1cc(NC(=O)CSc2nnc(-c3ccccc3)n2Cc2ccco2)no1 | -3% | 19
Cc1cc(C(=O)NCC(=O)OCC(=O)NCCc2ccccc2)ccc1[N+](=O)[O-] | ? | /
CN(C)c1nc(=Nc2cccc(Cl)c2)ss1 | 0% | 2
Cc1ccc(-n2nnc3c(=O)oc4ccccc4c32)cc1 | 0% | 3
COc1cc(C(=O)Nc2nc3ccc(S(=O)(=O)N4CCOCC4)cc3s2)cc(OC)c1OC | ? | /
O=C(COc1ncnc2ccccc12)Nc1ccc(Cl)c(S(=O)(=O)N2CCOCC2)c1 | -4% | 9
COc1cccc(-c2nnc(NC(=O)Cc3cccs3)s2)c1 | i | /
CCCCCC(=O)N/N=C(\C)c1ccc(N2CCCCC2)cc1 | ? | /
CCOc1ccc(N2C(=O)Nc3ccc(Br)cc3C2(O)C(=O)NC(C)C)cc1 (configuration not stated) | 3% | 12
COc1ccccc1NC(=S)N=Nc1c(O)[nH]c2ccc(Br)cc12 | ? | /
CC1=NN(c2nc(-c3ccccc3)cs2)C(=O)C1N=Nc1ccccc1 (configuration not stated) | -12% | -26
CC1(C)CC(=O)C2=C(C1)Oc1nc3ccccc3cc1C2C(C#N)C#N (configuration not stated) | ? | /
Cc1cc(C)n2nc(CCc3ccccc3)nc2n1 | ? | /
O=C(NC1CCCCC1)C(c1ccccc1)N(C(=O)c1csnn1)C1CC1 (configuration not stated) | ? | /
Cc1onc(-c2ccccc2)c1C(=O)N1CCN(c2ncccn2)CC1 | 10% | 3
Cc1ccccc1S(=O)(=O)NNC(=O)C(=O)NNc1ccccn1 | i | /
O=C(COC(=O)CC12CC3CC(CC(C3)C1)C2)Nc1ncc(Cl)cc1Cl | ? | /
O=C(Cn1[nH]c(=O)c2ccccc2c1=O)OCC(=O)c1ccc(Br)cc1 | ? | /
Cc1ccccc1CN1CCN(CC2CC3C=CC2C3)CC1 (configuration not stated) | i | 11
COc1ccc(N2CCN(CCCNC(=O)CC3Oc4ccc(C)cc4NC3=O)CC2)cc1 (configuration not stated) | ? | /
COc1ccc(S(=O)(=O)N2CCCC2)cc1C(=O)O | 6% | 3
CCOC(=O)CC1C(=O)NCCN1C(=O)c1ccc(Cl)c(Cl)c1 (configuration not stated) | -3% | -13
CC1CCCCN1C(=O)COC(=O)c1ccc(=O)n(Cc2ccccc2)n1 (configuration not stated) | 13% | /
COc1ccnc2c1c(=O)n(Cc1ccc(F)cc1)c(=O)n2C | i | -6
Cc1c(C(=O)Nc2ccc(OC(F)(F)F)cc2)sc2nc3n(c(=O)c12)CCC3 | -12% | 3
CN(C)c1ccc(CNn2cnnc2SCc2ccccc2F)cc1 | ? | /
O=C(CCN1CCCCO1)N1CCCC(Nc2ccc(F)c(F)c2)C1 (configuration not stated) | ? | /
c1ccc(CC2CCN(C3=Nc4cccc5cccc3c45)CC2)cc1 | ? | /
O=C(Cc1ccc(-c2ccccc2)cc1)NNC(=S)NCc1ccco1 | 0% | 4
O=C(NCCCNC(=O)c1ccc(-c2cc(Cl)ccc2Cl)o1)c1cnccn1 | ? | /
NC(=S)Nc1ccc(Cl)cc1Cl | 5% | 16
COC(=O)C1CSC(C)(C)C(=O)N1 (configuration not stated) | ? | /
COc1ccc(C(=O)CC(=O)C(=O)Nc2cc(OC)ccc2OC)cc1 | 7% | 0
O=C(COC(=O)C1COc2ccccc2O1)Nc1ccc(Cl)cc1 (configuration not stated) | 15% | 1
COc1cc(C(c2c(C(=O)O)[nH]c3ccccc23)c2c(C(=O)O)[nH]c3ccccc23)ccc1OCc1ccccc1 | ? | /
O=C(Nc1cccnc1)c1ccc(NS(=O)(=O)c2cccc([N+](=O)[O-])c2)cc1 | ? | /
C=CCOc1c2ccc(C(=O)NCc3ccc(OC)cc3)cc2nn1C | ? | /
O=c1c2ccccc2nc(/C=C/c2c[nH]c3ccccc23)n1CCO | 21% | 13
COc1ccc(C(C(=O)NCCC(C)C)N(CCCO)C(=O)c2snc(C(N)=O)c2N)cc1OC (configuration not stated) | 15% | -6
CC(OC(=O)c1c[nH]c2ccccc12)C(=O)N1CCCC1 (configuration not stated) | ? | /
O=C(Cc1ccc(Br)cc1)N1CCN(c2ccccn2)CC1 | ? | /
COc1ccc(-c2csc(NC(=O)CN3C(=O)CCC3=O)n2)cc1OC | -7% | 7
CCCOc1ccc(/C=N/NC(=O)CN2CCCCC2)cc1OCC | 8% | -7
CCOC(=O)c1ccc(S(=O)(=O)N2CCN(CC(=O)NC(=O)NC(C)(C)C)CC2)cc1 | ? | /

Screens as filed in PubChem.
